DUSP3 inh – inhibitors of human VHR1 phosphatase (DUSP3); P51452; inhibition, % at 13.3 µM; AID 1654; recombinant VHR phosphatase, pNPP absorbance; 290,000 tested, 0.52% active; in the data active means inhibition above about 50%; further: some compounds called inactive have numbers as strong as hits
Target sequence (P51452 whole entry, looked up): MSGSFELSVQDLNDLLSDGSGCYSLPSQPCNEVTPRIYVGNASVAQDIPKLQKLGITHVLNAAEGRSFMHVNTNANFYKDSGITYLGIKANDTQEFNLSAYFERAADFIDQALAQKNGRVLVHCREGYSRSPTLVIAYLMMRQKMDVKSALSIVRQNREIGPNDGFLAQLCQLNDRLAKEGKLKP
MazF activator – activators of E. coli MazEF toxin-antitoxin RNase; P0AE70; FAM/BHQ RNA-DNA oligo cleavage fluorescence, 5 h; activation, % at 20 µM; 350,000 tested, 0.32% active; AID 504720; in the data active means activation above about 50%
Target sequence (P0AE70 whole entry, looked up): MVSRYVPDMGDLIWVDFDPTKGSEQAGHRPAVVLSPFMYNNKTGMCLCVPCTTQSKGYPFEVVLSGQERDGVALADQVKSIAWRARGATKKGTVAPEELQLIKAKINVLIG
BoNT F protease – inhibitors of Botulinum neurotoxin F light chain protease; Multiplex microsphere protease cleavage assay, flow cytometry; inhibition, % at 10 µM; 360,000 tested, 0.22% active; AID 588497; in the data active means inhibition above about 35%, passing the limit was not always enough; inconclusive means no clear call, values can overlap the other calls; further: plate controls were buffer without enzyme for full effect and enzyme alone for no effect
FadD28 FP inh – inhibitors of Mycobacterium tuberculosis FadD28 bisubstrate binding | FadD28 bisubstrate probe binding, fluorescence polarization | inhibition, % at 12.5 µM | 360,000 tested, 0.22% active; in the data active means inhibition above about 8.5%, passing the limit was not always enough; inconclusive means no clear call, values can overlap the other calls
UGM FP inh – inhibitors of M. tuberculosis UDP-galactopyranose mutase. P9WIQ1. purified UGM, fluorescence polarization probe displacement. inhibition, % at 10 µM. 320,000 tested, 0.06% active; in the data active means inhibition above about 10%, passing the limit was not always enough; inconclusive means no clear call, values can overlap the other calls
Mtb FBA inh – inhibits M. tuberculosis FBA enzyme; P9WQA3; purified M. tuberculosis FBA, fluorescence read-out; inhibition, % at 1 µM; 360,000 tested, 2.3% active; in the data active means inhibition above about 27%;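 further: 0% = vehicle and 100% = reference inhibitor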
Target sequence (P9WQA3 whole entry, looked up): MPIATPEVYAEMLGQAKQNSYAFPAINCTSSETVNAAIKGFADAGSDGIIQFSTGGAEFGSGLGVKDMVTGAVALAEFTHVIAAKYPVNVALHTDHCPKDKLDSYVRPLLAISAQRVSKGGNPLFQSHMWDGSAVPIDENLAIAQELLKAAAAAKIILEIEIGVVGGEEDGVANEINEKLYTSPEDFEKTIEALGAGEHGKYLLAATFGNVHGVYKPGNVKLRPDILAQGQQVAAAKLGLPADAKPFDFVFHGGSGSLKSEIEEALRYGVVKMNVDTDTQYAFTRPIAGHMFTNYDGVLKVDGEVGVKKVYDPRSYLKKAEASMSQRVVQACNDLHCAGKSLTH
Rv3671c inh – inhibitors of M. tuberculosis serine protease Rv3671c | AID 2606 | P9WHR9 | inhibition, % at 5.96 µM | 320,000 tested, 0.048% active; in the data active means inhibition above about 38%;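 further: extracellular domain of Rv3671c used as enzyme; 0% = enzyme with DMSO and 100% = no enzyme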
Target sequence (P9WHR9 whole entry, looked up, the tested form may be a part): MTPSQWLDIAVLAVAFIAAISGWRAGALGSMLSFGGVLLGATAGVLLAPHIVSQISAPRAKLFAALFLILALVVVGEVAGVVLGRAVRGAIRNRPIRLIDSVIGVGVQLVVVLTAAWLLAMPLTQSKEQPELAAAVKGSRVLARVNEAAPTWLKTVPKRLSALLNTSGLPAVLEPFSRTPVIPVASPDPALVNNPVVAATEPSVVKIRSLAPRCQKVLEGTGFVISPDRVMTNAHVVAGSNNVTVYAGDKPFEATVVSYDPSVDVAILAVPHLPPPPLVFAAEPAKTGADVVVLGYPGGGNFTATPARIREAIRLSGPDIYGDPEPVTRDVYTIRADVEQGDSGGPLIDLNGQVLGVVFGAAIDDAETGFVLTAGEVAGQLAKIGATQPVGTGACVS
GDH-TPI counter – inhibits GDH-TPI coupling enzymes, artifact for Mtb FBA screen; 360,000 tested, 1.2% active; GDH-TPI coupled enzyme counterscreen, NADH absorbance; inhibition, % at 4.8 µM;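 further: 0% = DMSO wells and 100% = wells lacking the enzyme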
BioA inh – blocks M. tuberculosis BioA enzyme activity | purified M. tuberculosis BioA enzyme, plate reader | 360,000 tested, 0.096% active | inhibition, % at 9.99 µM; in the data active means inhibition above about 40%; inconclusive means no clear call, values can overlap the other calls
CCHFV vOTU inh – blocks the CCHF virus ovarian tumor domain protease; 370,000 tested, 0.55% active; inhibition, % at 11.5 µM; CCHFV vOTU protease, Pep-AMC fluorescence; further: 0% = vehicle wells with enzyme and 100% = no enzyme wells
Numbers without * were called inactive; ? = inconclusive; · = no result given. Unless noted, no stated cut-off is given here; in the data, active means inhibition above about 30%; inactive means the rest. Compounds as they come; about 4.9% have a hit in one of these screens.

SMILES	DUSP3 inh	MazF activator	BoNT F protease	FadD28 FP inh	UGM FP inh	Mtb FBA inh	Rv3671c inh	GDH-TPI counter	BioA inh	CCHFV vOTU inh
Cc1[nH]c(C)c(S(=O)(=O)N(C)Cc2ccccc2)c1C(=O)N1CCCC1	0	3	1	-0.1	0.6	3	5	-3	0.1	7
O=C(NC1CC1)C1CC(=O)N(c2ccc(F)cc2)C1 (stereo not drawn)	17	7	-8	·	2.4	-4	10	2	·	21
COC(=O)C(C(=O)OC)c1ccc(N)cc1	17	15	0	-0.7	-1.3	-1	-7	3	3.4	6
Cn1nc(C(C)(C)C)cc1C(=O)N1CCCCC1c1cc(C(=O)NCc2ccccc2)no1 (stereo not drawn)	·	·	8	-5.1	·	-2	·	-6	0.1	0
Cc1ccc(NC(=O)[C@@H]2O[C@H](CO)[C@H](O)[C@H](O)[C@H]2O)cc1C(F)(F)F	·	·	1	-0.8	·	1	·	8	-0.7	-7
CN1C(=O)C2(NCCc3c2[nH]c2ccccc32)c2ccccc21 (stereo not drawn)	13	-1	-6	1.8	-0.6	6	0	0	-0.7	2
CCC/C(O)=C1\C(=O)CC(C)(C)CC1=Nc1ccccc1OC	22	-1	-1	-1.8	-2.6	-4	3	6	2.2	5
Cc1ccc(O)c(C(CC(=O)N2CCCC2)c2ccccc2)c1 (stereo not drawn)	-14	-2	-12	-2.1	-0.1	0	-14	0	·	·
O=C(OCc1nnc(-c2ccc([N+](=O)[O-])cc2)o1)c1ccc(F)c(S(=O)(=O)N2CCOCC2)c1	·	0	-3	2.5	·	5	·	2	-2.0	5
O=C(O)CCC(=O)N1c2ccccc2NC2=C(C(=O)CC(c3ccc(F)cc3)C2)C1c1ccc([N+](=O)[O-])o1 (stereo not drawn)	25	5	-3	1.2	0.7	0	-6	28	-0.6	17
c1ccc(-n2ncc3c2ncn2cnnc32)cc1	20	-3	-3	-4.3	0.4	3	-5	-5	1.4	2
Cc1ccc(NC(=O)N2CCc3ccccc3C2)cc1C	23	2	-10	-0.7	-1.7	4	·	3	-1.0	10
Cc1ccc(C(C(=O)NCc2ccco2)N(CC2CCCO2)C(=O)Cn2nnc3ccccc32)cc1 (stereo not drawn)	-10	-11	-3	-0.3	-4.0	7	8	-9	1.5	4
CC1CCCCC1NC(=O)COC(=O)Cc1ccc(Br)cc1 (stereo not drawn)	30	7	-8	-1.7	-2.0	0	3	0	·	17
COc1cc(NC(=O)Cc2ccc(Cl)cc2)ccc1NC(=O)c1ccco1	48	-6	1	-4.0	-3.1	-4	5	-3	-1.4	9
COc1ccc(C2=CC(=O)C[C@H](c3ccc(F)cc3)C2)cc1F	·	-5	2	-4.3	-4.4	1	0	13	-0.9	4
O=C(NCc1ccc(Cl)cc1)C1CCN(c2cnccn2)CC1	46	9	0	-2.5	-0.5	3	8	-3	·	-7
O=C(c1cccc(Cl)c1)N1CCN(C(=O)c2ccccc2F)CC1	-5	9	-1	-3.4	3.4	2	-2	7	0.5	9
Cc1ccc(SCCC(=O)N/N=C/c2ccncc2)cc1	-9	10	1	-1.0	-2.8	2	4	-3	·	11
COc1ccc(Nc2ncnc3ccccc23)c(OC)c1	-1	6	-5	-0.2	-1.5	19	-1	8	-9.6	2
O=C(Cc1ccccc1)NCC(=O)OCc1ccccc1F	-10	2	-2	-5.3	0.3	-3	3	-2	-1.4	-2
O=C(NCCc1ccccc1)c1noc2c1CCCCC2	21	4	0	-4.0	-1.4	1	-3	-6	3.1	-3
CCOc1ccc(N=Nc2c(C)[nH]n(-c3ccccc3)c2=O)cc1	10	29	?	?	-1.0	-2	-3	9	-0.5	5
NC(=O)C1CCN(c2nc(-c3cccc(N)c3)cs2)CC1	·	1	-5	-2.9	-1.3	-2	5	5	0.6	0
O=S(=O)(c1cccc(C(F)(F)F)c1)N1Cc2ccccc2-n2nncc2C1	·	5	-3	-5.3	·	2	·	-4	-1.1	5

By substructure, those above containing a Cl atom (3)
SMILES	DUSP3 inh	MazF activator	BoNT F protease	FadD28 FP inh	UGM FP inh	Mtb FBA inh	Rv3671c inh	GDH-TPI counter	BioA inh	CCHFV vOTU inh
COc1cc(NC(=O)Cc2ccc(Cl)cc2)ccc1NC(=O)c1ccco1	48	-6	1	-4.0	-3.1	-4	5	-3	-1.4	9
O=C(NCc1ccc(Cl)cc1)C1CCN(c2cnccn2)CC1	46	9	0	-2.5	-0.5	3	8	-3	·	-7
O=C(c1cccc(Cl)c1)N1CCN(C(=O)c2ccccc2F)CC1	-5	9	-1	-3.4	3.4	2	-2	7	0.5	9

Following part:
SMILES	DUSP3 inh	MazF activator	BoNT F protease	FadD28 FP inh	UGM FP inh	Mtb FBA inh	Rv3671c inh	GDH-TPI counter	BioA inh	CCHFV vOTU inh
O=c1[nH]c2ccccc2c(=O)n1Cc1ccccc1	23	1	3	-0.1	-1.8	16	2	4	-2.1	4
O=C1OCC(c2ccccc2)=C1c1ccccc1[N+](=O)[O-]	9	-6	-7	-1.0	0.7	1	-1	-3	·	6
Cc1cc(C)nc(NC(=O)c2cccc(Cl)c2)n1	-12	9	0	-0.9	0.3	0	-8	2	-1.4	0
COc1ccc(S(=O)(=O)N2CCCCC2)cc1NC(=O)COc1ccccc1	·	-3	10	-0.4	-0.3	0	-9	3	-1.7	6
Cc1nccn1CC(O)Cn1c2ccccc2c2ccccc21 (stereo not drawn)	0	-11	-2	-0.7	0.4	-2	1	12	-1.0	2
NNC(=O)COc1ccc(-c2n[nH]c(C(F)(F)F)c2-c2ccc(Br)cc2)c(O)c1	2	1	-1	-7.7	-1.9	-1	-20	11	12	16
NC(=O)C1CCN(c2ncnc3c(-c4ccccc4)nsc23)CC1	4	4	-4	-2.6	-1.7	-1	-20	9	1.0	-8
Nc1cccc(-n2nnnc2CN2CCOCC2)c1	-4	4	-4	3.3	-0.7	1	-10	-1	1.5	3
CCC(C)c1ccc(NC(=S)Nc2ccc(OC)c(OC)c2)cc1 (stereo not drawn)	26	0	6	1.5	-1.7	-1	6	-2	·	3
O=C(CSCc1c(F)cccc1Cl)NCc1ccncc1	22	-2	0	0.2	-2.0	0	7	3	1.1	-9
CCOC1=C2CN(S(=O)(=O)c3ccc(C)cc3)[C@H](c3ccccc3)C[C@@H]2N(S(=O)(=O)c2ccc(C)cc2)[C@H](c2ccccc2)C1	·	·	-9	-4.3	·	2	·	·	-1.3	-2
Cc1cccc(-n2c(SCC(=O)N3CC(=O)Nc4ccccc43)nc3ccccc3c2=O)c1C	3	-12	-6	-8.0	-0.1	2	-6	5	·	3
Cc1ccc(CNC(=O)c2ccccc2N(C)S(C)(=O)=O)cc1	20	-14	6	-0.7	1.6	3	-9	9	·	5
CCCn1c(C)cc(/C=C(\C#N)C(=O)OCC(=O)N(CC)c2c(N)n(Cc3ccccc3)c(=O)[nH]c2=O)c1C	·	-10	-8	0.2	·	1	·	28	-3.7	9
CCOC(=O)N/N=C/c1cn(CCCOc2ccccc2)c2ccccc12	5	3	-12	-0.1	·	0	-8	7	-0.2	11
Cc1ccccc1N1CCN(C2CCCN(C(=O)CN3CCCC3=O)C2)CC1 (stereo not drawn)	-8	-26	-8	1.3	0.4	1	-9	0	-0.1	-10
COc1ccc(N(Cc2cc3cc(OC)ccc3[nH]c2=O)S(=O)(=O)c2ccc(NC(C)=O)cc2)cc1	34	3	3	-2.8	-2.5	11	-13	13	-1.2	4
CN(C)S(=O)(=O)c1ccc(N2CCCC2)c(C(=O)Nc2ccc(C(N)=O)cc2)c1	·	5	-8	-2.2	0.3	-1	1	0	·	5
CN1CCN(c2ccccc2NC(=O)Cc2ccc(Cl)cc2)CC1	8	-15	2	-3.3	-2.3	-1	-3	6	-2.5	·
COc1ccccc1C(C)NCC(=O)NCC(=O)Nc1ccc(F)c(F)c1F (stereo not drawn)	43	-9	1	-1.3	-3.1	1	0	1	·	1
COc1ccc(C2c3ccc(O)cc3Oc3ncn(Cc4ccco4)c(=N)c32)cc1OC (stereo not drawn)	-7	-10	-2	-4.3	0.9	1	-3	-2	11	-10
COc1cccc(C(=O)Nc2nnc(-c3ccc(OC)cc3OC)s2)c1	30	-14	-18	-4.9	-1.7	0	-3	4	-0.5	5
C=CCN(C(=O)Nc1ccc2c(c1)nc(C)n2C)c1ccccc1	23	-12	-3	-1.4	-0.6	1	5	4	·	15
CCOC(=O)c1cccc(NC(=O)Nc2ccc3c(c2)C(=O)OC3)c1	10	0	-4	-2.3	0.3	2	6	1	-0.3	-7
O=C(O)c1sccc1S(=O)(=O)c1ccccc1	25	5	-5	-2.0	0.9	2	2	3	-2.5	3
Next records:
SMILES	DUSP3 inh	MazF activator	BoNT F protease	FadD28 FP inh	UGM FP inh	Mtb FBA inh	Rv3671c inh	GDH-TPI counter	BioA inh	CCHFV vOTU inh
COc1cccc(C(=O)O/N=C/c2ccc(Sc3ccc(C)cc3)nc2)c1	16	-4	-3	1.3	0.6	5	-1	8	-1.5	0
Cc1ccc(OCC(=O)OC(C)CN(C)Cc2ccccc2)cc1 (stereo not drawn)	-4	1	-5	1.0	?	3	3	4	2.2	4
COc1ccc(OC)c(S(=O)(=O)Nc2ccc(CC(=O)O)cc2)c1	17	-3	9	-0.5	-0.3	0	-8	4	0.6	2
Cc1ccc2nc(NCCNC(=O)c3ccccc3)c(C#N)cc2c1	6	15	-32	-0.8	-3.8	48*	-2	3	0.3	-33
CCOC(=O)C1CCCN(C(=O)c2cccc(OC(F)(F)F)c2)CC1 (stereo not drawn)	·	·	6	-1.0	·	0	·	8	1.7	4
CCCCC(=O)Nc1ccc(NC(=O)c2ccccc2OC)cn1	-12	4	-10	-3.3	-3.0	1	3	-1	-0.9	1
CCOC(=O)c1nnc2cc(-c3ccc(Br)cc3)nn2c1C	4	-8	-3	-3.0	0.6	0	4	-9	·	-2
CC(C)CNS(=O)(=O)c1ccc(OCC(=O)NCC2CCCO2)c(Cl)c1 (stereo not drawn)	20	5	-5	-2.2	-4.0	1	-6	7	-0.2	2
CN1CCC(=O)N([C@H](CN=[N+]=[N-])Cc2ccccc2)CC1	5	-14	1	-0.1	-0.9	3	9	0	-5.1	-8
CC(=O)Nc1ccccc1NC(=O)C/C(C)=N/NC(=O)C(=O)Nc1cccc(Cl)c1C	12	0	-2	-1.6	-1.0	4	-7	6	·	-18
CC(=O)N1CCc2cc(S(=O)(=O)CCC(=O)NCc3ccc(Cl)cc3)ccc21	8	7	-3	-1.1	3.1	0	7	2	8.4	-10
Cc1ccc2[nH]c(=O)c(CN(Cc3cccnc3)C(=O)c3ccncc3)cc2c1	32	7	7	0.8	2.2	4	5	19	0.6	10
CCN(CC(=O)NC1CCS(=O)(=O)C1)S(=O)(=O)c1cc([N+](=O)[O-])ccc1C (stereo not drawn)	·	-1	-14	-2.5	-2.1	-1	0	-1	2.6	1
NS(=O)(=O)c1ccc(CNC(=O)C23CC4CC(CC(C4)C2)C3)cc1	-11	1	-3	-2.6	-1.8	0	4	0	0.4	8
O=C(c1c[nH]c(C(=O)N2CCN(c3ccccc3F)CC2)c1)c1cccc(Cl)c1Cl	41	3	-6	0.7	·	-3	·	-6	0.7	15
Cc1cccc(CCNc2nc3ccccc3n3nnnc23)c1	23	9	8	0.6	6.5	3	-1	-6	-1.9	-12
Cn1ccnc1SCC(=O)NC1CC1	23	0	6	-1.4	0.4	3	3	4	·	17
COC(=O)/C(=C\Nc1ccc(Cl)cc1Cl)NC(=O)c1ccc(OC)cc1	17	0	2	0.1	0.7	2	-13	28	-0.2	-1
O=C(CCC(=O)N1CCN(c2ccccn2)CC1)c1cccs1	·	-23	2	-1.7	-2.8	5	-1	11	2.9	5
O=C1CCCCC1C(=O)c1ccccc1 (stereo not drawn)	-17	9	·	·	-1.4	·	1	·	·	-17
O=C(NCc1ccccc1)C1(C(F)(F)F)C/C(=C/CCO)CCCO1 (stereo not drawn)	·	7	-2	-2.8	-0.5	0	-5	0	-1.0	-1

Limited to BioA inh, for some of the entries so far:
SMILES | BioA inh
Cc1ccc2[nH]c(=O)c(CN(Cc3cccnc3)C(=O)c3ccncc3)cc2c1 | 0.6
Cc1ccc(OCC(=O)OC(C)CN(C)Cc2ccccc2)cc1 (stereo not drawn) | 2.2

Screening data from PubChem.
